PLK1 PBD inh: inhibitors of human PLK1 polo-box domain binding | P53350 | Plk1 PBD binding of FITC phosphopeptide, fluorescence polarization | Potency, µM, without a hit: max response, negative = inhibition, usual class: inhibitors | 360,000 tested, 2.8% active | AID 720504; further: potency means the concentration at half of the fitted maximal effect; series mostly up to about 57 µM; on the % scale 0 is the no-effect control and ±100 the full control effect; nearly all actives have a fitted effect of over 65% in size
Target sequence (P53350 whole entry, looked up, the tested form may be a part): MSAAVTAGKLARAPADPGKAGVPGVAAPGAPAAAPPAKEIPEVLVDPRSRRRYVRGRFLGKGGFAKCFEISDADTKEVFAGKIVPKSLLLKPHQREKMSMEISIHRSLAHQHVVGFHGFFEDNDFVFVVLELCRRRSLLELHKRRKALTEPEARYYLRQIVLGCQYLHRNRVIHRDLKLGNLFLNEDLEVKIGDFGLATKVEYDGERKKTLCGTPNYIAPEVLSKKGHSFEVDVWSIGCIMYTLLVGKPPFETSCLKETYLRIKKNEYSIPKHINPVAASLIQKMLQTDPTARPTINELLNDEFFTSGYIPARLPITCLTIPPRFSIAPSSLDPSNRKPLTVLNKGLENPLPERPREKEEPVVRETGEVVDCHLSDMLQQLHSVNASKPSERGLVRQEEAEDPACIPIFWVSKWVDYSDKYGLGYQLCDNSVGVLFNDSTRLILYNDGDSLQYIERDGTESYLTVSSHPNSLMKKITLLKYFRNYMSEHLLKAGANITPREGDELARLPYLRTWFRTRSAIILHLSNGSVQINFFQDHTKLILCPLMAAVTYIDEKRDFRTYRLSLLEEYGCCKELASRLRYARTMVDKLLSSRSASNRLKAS
FUS yeast rescue: suppressors of FUS proteinopathy in yeast. Potency, µM (doses to about 76.6 µM), without a hit: at the top dose growth rescue (activation), most hits filed as activators. 390,000 tested, 0.24% active. S. cerevisiae FUS-expressing, growth rescue, OD600, 24 h;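 further: potency means the concentration at half of the fitted maximal effect; plate controls were DMSO vehicle for no effect and reference control for full effect; nearly all actives have a fitted effect of over 55% in size; some results filed as inactive show a strong effect at the top dose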
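S. cerevisiae expressing FUS from galactose induction served as the toxicity model. Growth after 24hr at 30C, read as absorbance at 600 nm, indicates suppression of toxicity; compounds dosed at several concentrations.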
EPAC1 antag: EPAC1 (human) antagonism; 360,000 tested, 0.14% active; O95398; Potency, µM (top dose mostly 115 µM), without a hit: at the top dose activity change, negative = inhibition, hits mostly inhibitors; AID 720709; EPAC1 GEF assay, Rap1b-BODIPY-GDP exchange fluorescence;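 further: potency means the concentration at half of the fitted maximal effect; plate controls were vehicle for no effect and positive control for full effect; nearly all actives have a fitted effect of over 50% in size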
PI5P4Ka inh: blocks human PI5P4K alpha kinase activity | P48426 | PI5P4Kalpha enzyme, ADP-Glo luminescence, 60 min; hits give low values | max response, % | 330,000 tested, 1.2% active | AID 652105; active means max response of -50% or lower; inconclusive means between -30% and -50%; inactive means -30% or higher; further: value at the top dose of about 77 µM; on the % scale 0 is the no-effect control and ±100 the full control effect
Target sequence (P48426 whole entry, looked up): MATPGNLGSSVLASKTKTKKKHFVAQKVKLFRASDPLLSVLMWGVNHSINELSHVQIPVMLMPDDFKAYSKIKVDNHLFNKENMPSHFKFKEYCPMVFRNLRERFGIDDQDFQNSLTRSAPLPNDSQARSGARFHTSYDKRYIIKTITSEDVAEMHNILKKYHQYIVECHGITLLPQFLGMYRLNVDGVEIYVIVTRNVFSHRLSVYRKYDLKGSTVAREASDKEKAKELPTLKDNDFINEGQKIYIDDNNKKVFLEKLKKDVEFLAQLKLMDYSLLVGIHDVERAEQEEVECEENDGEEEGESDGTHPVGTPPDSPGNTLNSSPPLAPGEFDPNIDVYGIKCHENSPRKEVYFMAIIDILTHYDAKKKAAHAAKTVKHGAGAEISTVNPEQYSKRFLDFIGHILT
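Compounds were pin-transferred onto PI5P4Kalpha and substrate in HEPES pH 7.4 buffer with EGTA, CHAPS and 5% DMSO. ATP (5 microM final) started the reaction, which ran 60 minutes at room temperature before ADP-Glo detection.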
IL2 activator: IL-2 activation; IL-2 activation reporter assay, cell-based qHTS; stimulated with anti-CD3/CD4/CD28 beads; in transgenic mouse T cells; activation, % (series mostly up to about 46 µM); 360,000 tested, 0.065% active; in the data active means activation above about 50%; inconclusive means mostly about 30% to 49%; further: 0% is about no effect
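Unstimulated transgenic mouse T cells, 750 per well, received compound and, after 60 minutes, anti-CD3/anti-CD4 bead plus anti-CD28 stimulation. EGFP and DsRed were quantified after 18 hours.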
aSyn yeast inh: rescues yeast growth from alpha-synuclein toxicity | 370,000 tested, 0.14% active | Potency, µM (highest dose often 46.1 µM), for the others: at the highest dose growth rescue (activation), most hits filed as activators | AID 652106 | Yeast expressing alpha-synuclein, growth rescue, BacTiter-Glo, 24 h; further: potency means the concentration at half of the fitted maximal effect; % of control where 0% means no effect; nearly all actives have a fitted effect of over 65% in size
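Galactose-induced alpha-syn yeast (OD600=0.02, raffinose-pregrown) + pinned cpd, 24 hr, 30 deg C; growth by BacTiter-Glo luminescence. Growth restoration scores as activation.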
EPAC1 agonist: agonists of human EPAC1 | 360,000 tested, 0.073% active | Potency, µM (doses to about 154 µM), for the others: at the top dose activation, actives largely listed as activators | EPAC1 agonist qHTS, biochemical assay; response scale: 100% = response to 6.5 mM cAMP | O95398 | AID 720707; further: potency means the concentration at half of the fitted maximal effect; nearly all actives have a fitted effect of over 60% in size
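Compounds were pinned as a concentration titration into mixtures of EPAC1 (100 nM), BODIPY-GDP-loaded Rap1B (250 nM) and GDP (50 uM). After 5 min at room temperature, fluorescence was followed for 30 min; activity was scaled to 6.5 mM cAMP.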
Abeta rescue: A-beta toxicity reversal in yeast | yeast expressing A-beta42, growth rescue, OD600, 48 h; response scale: 0% DMSO, 100% iron-clioquinol control | Potency, µM (series often up to 46.1 µM), without a hit: at the top dose growth rescue, hits mostly activators | 410,000 tested, 0.063% active | AID 1347071; further: potency means the concentration at half of the fitted maximal effect; nearly all actives have a fitted effect of over 55% in size
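Yeast growth medium received pinned compounds, then yeast cells expressing toxic A-beta were added; plates incubated at 30 C for 48 hr. Growth read as absorbance at 600 nm, normalized to DMSO and equimolar FeCl3 plus clioquinol controls.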
WRN inhibitor: blocks human WRN helicase; Potency, µM (doses to about 114 µM), without a hit: at the highest dose activity change, negative = inhibition, hits mostly inhibitors; 360,000 tested, 0.46% active; AID 651768; Q14191; WRN helicase unwinding, fluorescent forked duplex, kinetic; further: potency means the concentration at half of the fitted maximal effect; on the % scale 0 is the no-effect control and ±100 the full control effect; nearly all actives have a fitted effect of over 55% in size
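Fluorescence dequenching readout, ex 525 nm/em 598 nm, kinetic mode: forked duplex DNA (100 nM final) with adjacent fluorophore and quencher unwound by WRN (20 nM final) with 2 mM ATP. Compound preincubation 15 min, room temperature.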
Starred values were filed as active, the others as inactive; u = inconclusive; x = not tested or not shown; & = joins results of further samples; [ ] = another dose, or the depositor's remark. Unless noted, the call rests on the fitted dose curve; in most records, active means well fitted curve in the direction sought with a large enough effect; inconclusive means small, poorly fitted or top-dose-only effect, or another doubt; inactive means no such curve, though single readings can be large; an effect the other way counts as inactive or inconclusive.

SMILES	PLK1 PBD inh	FUS yeast rescue	EPAC1 antag	PI5P4Ka inh	IL2 activator	aSyn yeast inh	EPAC1 agonist	Abeta rescue	WRN inhibitor
O=S(=O)(c1ccc(Cl)cc1)n1nnc2ccccc21	0%	13%	4%	-5	-0.9	9%	-1%	3%	7%
c1ccc(-c2nc(N3CCCCCC3)nc(-n3ccnc3)n2)cc1	-7%	14%	-6%	0	-2.3	23%	13%	2%	2%
CCOC(=O)C1=C(C)NC(SCC(=O)OC)=C(C#N)C1c1ccc(C(=O)OC)cc1 (stereo unspecified)	-8%	31%	-21%&-14%	0	-1.1&-1.5	0%&8%	-9%&4%	-13%&19%	0%&-5%
Cc1ccc(NS(=O)(=O)c2ccc3c(c2)NC(=O)CC(=O)N3)cc1C	3%	-21%	12%	-4	-1.5	-7%	3%	10%	-3%
CCOC(=O)c1ccccc1NC(=O)c1cccnc1	-1%	4%	17%	x	-0.6	5%	-1%	-10%	-3%
Cc1ccc(-c2csc(NC(=O)Cn3cnc4c3c(=O)n(C)c(=O)n4C)n2)cc1C	-3%	6%	8%	-1	-1.9	-1%	6%	17%	0%
O=C(CN1CCCC1)Nc1ccc(OCc2ccccc2)cc1	-13%	-17%	-3%	-2	-3.1	-13%	-4%	-17%	-9%
O=C(Cc1cccs1)NCc1cn2ccccc2n1	-1%	-5%	10%	5	-1.5	-11%	-4%	-11%	6%
CCN(C(=O)COC(=O)/C=C/c1ccc(F)cc1)C1CCCCC1	-3%	1%	-20%	2	0.8	-6%	-7%	-7%	-3%
O=C(Nc1ccc(Cl)c(Cl)c1)N1CCC(N2CCCCC2)CC1	-3%	-7%	0%	-4	0.0	-9%	-1%	8%	7%
C[C@@H]1CCCCO[C@@H](CN(C)S(C)(=O)=O)[C@@H](C)CN([C@H](C)CO)C(=O)c2cc(N(C)C)ccc2O1	-13%	18%	6%	-17	-1.3	-9%	-29%	-2%	5%
O=C(N/N=C/c1ccc([N+](=O)[O-])cc1)c1ccc2nc[nH]c2c1	u	6%	0%	3	-0.5	3%	11%	7%	-15%

Molecules above that have a halogen:
SMILES	PLK1 PBD inh	FUS yeast rescue	EPAC1 antag	PI5P4Ka inh	IL2 activator	aSyn yeast inh	EPAC1 agonist	Abeta rescue	WRN inhibitor
O=S(=O)(c1ccc(Cl)cc1)n1nnc2ccccc21	0%	13%	4%	-5	-0.9	9%	-1%	3%	7%
CCN(C(=O)COC(=O)/C=C/c1ccc(F)cc1)C1CCCCC1	-3%	1%	-20%	2	0.8	-6%	-7%	-7%	-3%
O=C(Nc1ccc(Cl)c(Cl)c1)N1CCC(N2CCCCC2)CC1	-3%	-7%	0%	-4	0.0	-9%	-1%	8%	7%

Following part
SMILES	PLK1 PBD inh	FUS yeast rescue	EPAC1 antag	PI5P4Ka inh	IL2 activator	aSyn yeast inh	EPAC1 agonist	Abeta rescue	WRN inhibitor
CC(C)c1nc(SCc2c(F)cccc2Cl)c2c(=O)n(C)c(=O)n(C)c2n1	-6%	-13%	-14%	9	-1.0	3%	3%	-1%	-4%
O=C(Cc1cccs1)Nc1ccccc1NC(=O)Cc1cccs1	-1%	-6%	6%	9	0.1	8%	3%	3%	2%
Cc1n[nH]c(=S)n1/N=C/c1ccc(Br)o1	-10%	5%	7%	-4	-0.3	-10%	11%	-2%	-1%
COCc1ccc(CN2CCCC(CCC(=O)NCc3ccc(C)o3)C2)o1 (stereo unspecified)	2%	-12%	10%	-5	-2.1	0%	-2%	-13%	0%
CCCCCC(=O)N(Cc1ccccc1)c1c(N)n(CCOC)c(=O)[nH]c1=O	-4%	18%	3%	-4	1.8	-9%	4%	2%	-33%
Cc1ccc(-c2nn(C)c(=O)c3ccccc23)cc1CNC(=O)CN1CCOCC1	-10%	34%	0%	8	-0.7	0%	6%	9%	-6%
COc1cc(OC)cc(-c2c(-c3cccs3)c3cc(-c4ccc(OC)c(F)c4)ccc3n2C)c1	1%	0%	-15%	-3	2.2	7%	-10%	0%	7%
O=C(NCc1ccc2c(c1)OCO2)c1cc2n(n1)C(C(F)(F)F)CC(c1ccc3c(c1)OCO3)N2 (stereo unspecified)	3%&4%&-5%	35%	1%	x	-0.2	6%	7%	9%	-4%
CC(C)Oc1cccc(C(=O)C2CCCN(C(=O)c3ccccn3)C2)c1 (stereo unspecified)	-19%	9%	-26%	9	5.2	-1%	-1%	-1%	-1%[57.1 µM]
O=C(OCC(=O)c1c[nH]c2ccccc12)c1cccc(S(=O)(=O)N2CCCCCC2)c1	3%	x	-12%	3	-0.6	0%	8%	3%	-14%
CC(C)(CNC(=O)CC1C(=O)NCCN1Cc1cccc(F)c1)N1CCOCC1 (stereo unspecified)	-7%	4%	14%	2	-1.5	1%	-2%	-7%	1%
CC(C)N(CCNC(=O)c1ccc(NC2=NC3CS(=O)(=O)CC3S2)cc1)Cc1ccco1 (stereo unspecified)	6%	-17%	8%	2	0.3	-2%	-7%	-4%	-2%
CC(OC(=O)c1cccc(NS(C)(=O)=O)c1)C(=O)Nc1ccc2c(c1)OCO2 (stereo unspecified)	1%	x	0%	-15	-5.8	0%	11%	-1%	0%
O=C(NC(=S)NCCc1ccc(Cl)cc1)c1ccco1	30µM*	5%	0%	-1	-2.2	-1%	5%	u	-7%
Cc1ccc(C)c(S(=O)(=O)N2CCCOC2CNC(=O)C(=O)NCCC2=CCCCC2)c1 (stereo unspecified)	-14%	x	-20%	-3	-0.6	-15%	5%	6%	9%
Cc1cccc(C)c1NC(=O)CN(C)C(=O)c1ccc(-n2cncn2)c([N+](=O)[O-])c1	-7%	9%	u	1	0.4	0%	-38%[inhibitor]	22%	-17%
COc1cccc(CN(C)C[C@H]2OCc3cnnn3CCCC(=O)N([C@H](C)CO)C[C@@H]2C)c1	6%	-13%	15%	0	0.8	4%	-15%	6%	13%
Cc1cc(C(=O)OCC(=O)N2CCN(C(=O)c3ccco3)CC2)c(C)n1-c1ccc(F)cc1	-20%	22%	20%	3	1.8	-5%	1%	-1%	3%
CCOc1ccc(S(=O)(=O)NCCC(=O)OCC(=O)N2CC(=O)Nc3ccccc32)cc1	-8%	-3%	-29%	0	-0.7	0%	5%	13%	-3%
O=C(O)CCSc1nnc(SCC(=O)NCC(F)(F)F)s1	-6%	x	4%	6	-0.5	3%	7%	19%	8%
O=C1CC(c2ccccc2)(c2ccccc2)c2ccccc21	-7%	8%	-11%	2	-0.4	-21%	12%	0%	-20%
COc1ccc(N2CCN(C(=O)c3cccc(S(=O)(=O)N4CCOCC4)c3)CC2)cc1	2%	-7%	-14%	-1	0.6	1%	13%	1%	-1%
COc1ccc(Cl)cc1S(=O)(=O)Nc1ccc(Cl)cn1	-7%	-1%	-8%	-1	-0.2	-2%	2%	-19%	-5%
CCn1ncc(C2=NOC(C(=O)NCCc3ccccc3)C2)c1C (stereo unspecified)	1%	14%	0%	x	3.7	4%	6%	11%	0%

Record cards, from the list above.
`Cc1cc(C(=O)OCC(=O)N2CCN(C(=O)c3ccco3)CC2)c(C)n1-c1ccc(F)cc1` across the screens: PLK1 PBD inh: -20%; FUS yeast rescue: 22%; EPAC1 antag: 20%; PI5P4Ka inh: 3; IL2 activator: 1.8; aSyn yeast inh: -5%; EPAC1 agonist: 1%; Abeta rescue: -1%; WRN inhibitor: 3%
`O=C1CC(c2ccccc2)(c2ccccc2)c2ccccc21` across the screens: PLK1 PBD inh: -7%; FUS yeast rescue: 8%; EPAC1 antag: -11%; PI5P4Ka inh: 2; IL2 activator: -0.4; aSyn yeast inh: -21%; EPAC1 agonist: 12%; Abeta rescue: 0%; WRN inhibitor: -20%

New compounds follow:
SMILES	PLK1 PBD inh	FUS yeast rescue	EPAC1 antag	PI5P4Ka inh	IL2 activator	aSyn yeast inh	EPAC1 agonist	Abeta rescue	WRN inhibitor
Cn1c(=O)c2c(ncn2CCCC(=N)N2CCOCC2)n(C)c1=O	u	6%	7%	2	-1.9	-3%	-3%	-9%	1%
C/C(=N\Nc1ccccc1[N+](=O)[O-])c1ccc(N2CCOCC2)cc1	1%	2%	-24%	2	-2.5	3%	-12%	-17%	-2%
Cc1nc(NCc2ccccn2)c2ccccc2n1	-3%	19%	-2%	x	-2.2	0%	4%	13%	-6%
NC(=O)CSc1nnc(Cn2cnc3ccccc32)o1	-10%	-37%	-3%	0	0.7	5%	1%	19%	0%
FC(F)(F)c1cccc(NC(=S)N2CCN(c3ccccn3)CC2)c1	-11%	2%	-3%	9	-3.5	-6%	-9%	10%	-21%
CC1CN(C(=O)CCC(=O)NCc2ccccc2)c2cc(Cl)ccc2O1 (stereo unspecified)	-8%	-8%&-15%	-7%	4	-1.9	-7%	-1%	6%&-3%	-2%
O=C(NCCc1ccccc1)C(=O)Nc1ccc([N+](=O)[O-])cc1	0%	-11%	2%	0	-0.4	0%	3%	-12%	3%
Cc1ccsc1/C=N/NC(=O)CNC(=O)c1c(F)cccc1Cl	-7%	13%	18%	-1	-1.4	-6%	-8%	-18%	0%

6 entries out of the list above, sorted by their value in PLK1 PBD inh, highest first.
structure | PLK1 PBD inh | EPAC1 antag | PI5P4Ka inh | IL2 activator | EPAC1 agonist | WRN inhibitor
C/C(=N\Nc1ccccc1[N+](=O)[O-])c1ccc(N2CCOCC2)cc1 | 1% | -24% | 2 | -2.5 | -12% | -2%
O=C(NCCc1ccccc1)C(=O)Nc1ccc([N+](=O)[O-])cc1 | 0% | 2% | 0 | -0.4 | 3% | 3%
Cc1nc(NCc2ccccn2)c2ccccc2n1 | -3% | -2% | x | -2.2 | 4% | -6%
Cc1ccsc1/C=N/NC(=O)CNC(=O)c1c(F)cccc1Cl | -7% | 18% | -1 | -1.4 | -8% | 0%
NC(=O)CSc1nnc(Cn2cnc3ccccc32)o1 | -10% | -3% | 0 | 0.7 | 1% | 0%
FC(F)(F)c1cccc(NC(=S)N2CCN(c3ccccn3)CC2)c1 | -11% | -3% | 9 | -3.5 | -9% | -21%

Compound activity as filed in PubChem BioAssay.
